DAGLB inhibitor – diacylglycerol lipase beta (human) inhibition; Q8NCG7; HEK293T DAGLB membrane lysate, EnzChek fluorogenic substrate; inhibition, % at 5.17 µM; 340,000 tested, 0.059% active; in the data active = inhibition above about 34%;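 also: 0% = enzyme with vehicle and 100% = wells lacking enzyme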
CAL PDZ FP-1 – blocks peptide binding to human CAL PDZ domain; purified CAL PDZ, TMR-peptide fluorescence polarization, 1 h; AID 504414; 330,000 tested, 0.02% active; Q9HD26; inhibition, % at 20 µM;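 active = highest replicate inhibition of at least 40%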;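 also: plate controls were DMSO neutral control wells for no effect and unlabeled competitor peptide control wells for full effect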
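Material: tagged CAL PDZ protein CerCALP, purified; buffer or medium: sodium phosphate/NaCl buffer pH 7.4 with TCEP, IgG, Thesit; also added: fluorescent TMR peptide probe; schedule: 1 h incubation at room temperature before polarization reading; technique: fluorescence polarization from S- and P-plane intensities, G-factor corrected; control set: unlabelled peptide and DMSO controls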
NSD2 HMT inh – inhibitors of human histone methyltransferase NSD2; O96028; NSD2 peptide methylation, AlphaScreen, 120 min; inhibition, % at 12.5 µM; 310,000 tested, 0.54% active; in the data active = inhibition above about 50%
DSG3 Ab inh – inhibitors of pemphigus antibody binding to human desmoglein-3. P32926. DSG3-coupled beads, scFv-anti-DSG3-GFP binding, flow cytometry; hits give low values. binding (percent of control), % at 10 µM. 310,000 tested, 0.48% active;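 active = binding more than 3 SD below its plate's average and above zero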;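 also: hits lower antibody fragment binding to DSG3; some compounds called inactive have numbers as strong as hits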
Target sequence (P32926 whole entry, looked up, the tested form may be a part): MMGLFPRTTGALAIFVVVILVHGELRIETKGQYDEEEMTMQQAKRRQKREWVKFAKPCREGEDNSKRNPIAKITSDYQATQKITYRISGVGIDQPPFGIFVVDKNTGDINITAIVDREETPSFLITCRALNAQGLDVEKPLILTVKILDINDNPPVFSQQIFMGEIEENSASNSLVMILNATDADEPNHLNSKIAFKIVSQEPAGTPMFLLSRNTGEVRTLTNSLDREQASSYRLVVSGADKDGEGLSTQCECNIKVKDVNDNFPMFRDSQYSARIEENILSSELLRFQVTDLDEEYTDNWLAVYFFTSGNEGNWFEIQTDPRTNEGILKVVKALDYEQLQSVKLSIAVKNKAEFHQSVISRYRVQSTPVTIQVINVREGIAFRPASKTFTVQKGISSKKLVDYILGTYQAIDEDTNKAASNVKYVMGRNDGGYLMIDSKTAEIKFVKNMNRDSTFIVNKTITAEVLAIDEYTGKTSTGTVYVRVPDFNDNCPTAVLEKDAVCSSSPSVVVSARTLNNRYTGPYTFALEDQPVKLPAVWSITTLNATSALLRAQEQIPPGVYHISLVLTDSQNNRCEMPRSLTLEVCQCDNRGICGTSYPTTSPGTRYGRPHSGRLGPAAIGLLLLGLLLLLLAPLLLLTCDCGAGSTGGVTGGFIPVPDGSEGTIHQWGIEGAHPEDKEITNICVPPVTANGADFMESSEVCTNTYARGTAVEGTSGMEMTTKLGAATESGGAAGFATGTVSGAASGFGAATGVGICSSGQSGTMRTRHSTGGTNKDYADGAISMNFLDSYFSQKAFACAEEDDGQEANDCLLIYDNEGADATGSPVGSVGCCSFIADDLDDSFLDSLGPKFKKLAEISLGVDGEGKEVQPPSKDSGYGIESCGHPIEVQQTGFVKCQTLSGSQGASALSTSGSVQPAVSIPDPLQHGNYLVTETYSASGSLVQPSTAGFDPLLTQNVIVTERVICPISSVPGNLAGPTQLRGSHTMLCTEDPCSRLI
V-ATPase pH – yeast V-ATPase proton transport regulation by pHLuorin; S. cerevisiae, pHLuorin cytosolic pH fluorescence; response, % at 10 µM; 350,000 tested, 0.37% active; AID 504577; in the data active = response mostly above about 7.3%, no sharp cut-off; inactive = mostly below about 5.4%; also: actives read high; inactives centre near 0; some compounds called inactive have numbers as strong as hits
Arrestin-AP2 inh – human beta-arrestin and AP2 interaction inhibition; FITC-arrestin peptide / GST-AP2 beads, flow cytometry; AP2 beta2 appendage carries R879A mutation; inhibition, % at 10 µM; 340,000 tested, 0.31% active; AID 504490;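 active = inhibition above a set limit, near 3 SD of compounds lacking own fluorescence, cut at about 54% in these data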;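 also: plate controls were DMSO wells for no effect and 5 µM unlabelled arrestin peptide for full effect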
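System: GST-tagged AP2 beta2-adaptin appendage (R879A) on 4 µm glutathione beads / Reagent: FITC-arrestin peptide, 50 nM / Detection: HyperCyt-sampled flow cytometry, FL1 channel, ex 488/em 535 nm / Timing: 12 min plus 1 h, RT / Buffer or medium: PBS plus Tween 20 (0.05%) and BSA (0.1%)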
Keap1 Nrf2 FP – disrupts human Keap1 binding to Nrf2 peptide | 340,000 tested, 0.15% active | Q14145 | Keap1 Kelch-Nrf2 peptide fluorescence polarization, 1536-well | AID 504523 | inhibition, % at 9.4 µM; in the data active = inhibition above about 12%;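 also: human Keap1 Kelch domain with fluorescein labeled Nrf2 9mer peptide probe; 0% = neutral control wells and 100% = peptide positive control; higher means more block of Keap1 binding to Nrf2 peptide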
Cardiac RTF inh – cardiac RTF calcium desensitization. inhibition, % at 7.15 µM. P19429+P45379. 340,000 tested, 0.12% active. IANBD-labeled cardiac RTF, Ca2+ fluorescence;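 active = inhibition above the mean inhibition of all tested compounds plus 3 SD, cut at about 17% in these data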;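 also: assay run at fixed EC70 calcium of 1.6 mM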
C-LANA FP – blocks KSHV LANA C-terminal domain binding to DNA. MBP-C-LANA/FAM-LBS DNA binding, fluorescence polarization. inhibition, % at 9 µM. 340,000 tested, 0.078% active;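 active = highest replicate inhibition at or above 60% at 9 µM, even if other replicates fall short; inactive = all replicates below 60% inhibition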;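 also: 0% = neutral control wells and 100% = 4 µM acridine orange control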
CAL PDZ FP-2 – blocks peptide binding to the human CAL PDZ domain; Q9HD26; purified CAL PDZ, TMR-peptide fluorescence polarization, 1 h; inhibition, % at 24.9 µM; 300,000 tested, 0.92% active; AID 602252;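 active = mean inhibition of at least 30% with at least half of replicates also reaching 30%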;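 also: 0% = DMSO neutral control and 100% = excess unlabeled competitor peptide PRC23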
An asterisk follows results filed as active; / = not tested or not shown. A portion of the library; count on the stated rates, not on these rows.

Sample of the layout:
SMILES	DAGLB inhibitor	CAL PDZ FP-1	NSD2 HMT inh	DSG3 Ab inh	V-ATPase pH	Arrestin-AP2 inh	Keap1 Nrf2 FP	Cardiac RTF inh	C-LANA FP	CAL PDZ FP-2
CC(/C=C/C=C/c1ccccc1)=N/NC(=O)C(O)c1ccccc1 (stereo not given)	-6	0.3	5	/	4	-10	-1	1	1.1	6
Cc1cc(C)n2nc(SCC#N)nc2n1	1	-0.8	/	103	1	1	-2	-8	-0.7	/
O=C(O)c1ccccc1N/N=C/C1=C(N2CCOCC2)C(=C\c2ccccc2)/CC1	1	-0.7	0	92	-4	2	-4	4	0.0	-4
CCC(C)(C)NC(=O)C(c1cccnc1)N(CCOC)C(=O)Cn1nnc2ccccc21 (stereo not given)	-1	0.1	-3	106	-3	7	-3	-2	-0.1	-2

All compounds of this part, from the start:
SMILES	DAGLB inhibitor	CAL PDZ FP-1	NSD2 HMT inh	DSG3 Ab inh	V-ATPase pH	Arrestin-AP2 inh	Keap1 Nrf2 FP	Cardiac RTF inh	C-LANA FP	CAL PDZ FP-2
CC(/C=C/C=C/c1ccccc1)=N/NC(=O)C(O)c1ccccc1 (stereo not given)	-6	0.3	5	/	4	-10	-1	1	1.1	6
Cc1cc(C)n2nc(SCC#N)nc2n1	1	-0.8	/	103	1	1	-2	-8	-0.7	/
O=C(O)c1ccccc1N/N=C/C1=C(N2CCOCC2)C(=C\c2ccccc2)/CC1	1	-0.7	0	92	-4	2	-4	4	0.0	-4
CCC(C)(C)NC(=O)C(c1cccnc1)N(CCOC)C(=O)Cn1nnc2ccccc21 (stereo not given)	-1	0.1	-3	106	-3	7	-3	-2	-0.1	-2
O=C(Nc1nnc(C2CC2)s1)c1ccc(Cl)nc1	2	0.5	0	97	3	16	-2	-1	0.0	-6
CCN(CC)S(=O)(=O)c1ccc(-n2cnnn2)c(C)c1	-5	-0.8	-1	100	0	0	-2	3	1.1	-2
CCCSc1cc(NCCOC(=O)CCC)c([N+](=O)[O-])c2nonc12	-1	-1.8	-1	119	-1	-10	-2	1	1.3	-3
O=C(COC(=O)C1CCN(c2ccc(C(F)(F)F)cn2)CC1)c1ccccc1	-7	-2.3	-3	106	6	19	-1	-17	-0.4	-2
CCOc1ccc(S(=O)(=O)Nc2nc3ccc(OC)cc3s2)cc1	5	-0.5	/	104	0	6	0	-2	-0.1	0
COCCNC(=O)CSc1n[nH]c(=O)n1CCc1ccccc1	-6	-0.5	-13	96	0	26	2	-2	6.0	0
Cc1ccc(S(=O)(=O)/N=C(\CN2CCOCC2)N2CCOCC2)cc1	-1	-1.4	-2	105	0	-1	-5	-1	-0.4	-4
COc1ccc(Cn2nnnc2CN2CCN(c3ccc(OC)cc3)CC2)cc1	1	/	6	101	-2	-2	-1	0	0.7	2
COc1ccc(S(=O)(=O)N2CCOCC2)cc1NC(=O)Cc1coc2cc(C)c(C)cc12	1	-2.0	-1	108	0	-1	-1	-5	0.2	0
O=C(Nc1cc(S(=O)(=O)N2CCCCC2)ccc1N1CCOCC1)c1ccc(F)cc1	1	0.5	-1	100	1	-3	-4	-16	-4.6	1
CCOc1cc(/C=N/O)cc(Br)c1OCC	-4	-1.2	0	/	0	7	0	4	-0.4	/
CCCCc1ccc(-c2ccc(Br)cc2)nc1	-10	-2.3	/	120	3	0	1	-5	1.5	-1
CCOC(=O)N1CCN(C(=O)CCN2C(=O)COc3ccc(C)cc32)CC1	1	-2.5	-3	/	1	-1	-3	-1	-0.3	3
O=C(NC1CCCCCC1)C1C2C=CC3(CN(Cc4cccnc4)C(=O)C13)O2 (stereo not given)	-2	-0.9	/	100	-2	-2	3	0	-0.9	-1
CCn1c(SCC(=O)Nc2cccc(C)c2)nc2c(c1=O)SC(C)C2 (stereo not given)	-1	-1.1	/	104	-1	5	3	-8	2.3	/
CCC(CC)n1[nH]c(=O)cc1N	-3	/	2	116	2	5	-10	-9	-2.3	6
COc1ccc(F)cc1C(=O)C1CCCN(C(=O)Cc2c(C)noc2C)C1 (stereo not given)	0	-0.6	-2	103	-3	-4	-2	-8	-0.3	-3
CCC1c2ccc(C)n2CCN1C(=O)Nc1ccccc1OC (stereo not given)	0	-1.2	3	113	10	1	7	-17	9.3	-3
CCN(CC)C(=O)[C@H]1CC(CC(=O)NCC23CC4CC(CC(C4)C2)C3)C(=O)N2CCc3c([nH]c4ccccc34)[C@]12C (stereo not given in full)	-3	-1.1	/	98	2	5	0	-9	2.2	-2
CNC(=O)CO/N=C/c1ccc(N(C)C)cc1	-1	-2.9	-1	90	-1	-1	-1	-2	1.2	0

Rewritten with values under each structure: part of the list above.
Every second line gives: DAGLB inhibitor	CAL PDZ FP-1	NSD2 HMT inh	DSG3 Ab inh	V-ATPase pH	Arrestin-AP2 inh	Keap1 Nrf2 FP	Cardiac RTF inh	C-LANA FP	CAL PDZ FP-2
> COc1ccc(S(=O)(=O)N2CCOCC2)cc1NC(=O)Cc1coc2cc(C)c(C)cc12
  1	-2.0	-1	108	0	-1	-1	-5	0.2	0
> O=C(Nc1cc(S(=O)(=O)N2CCCCC2)ccc1N1CCOCC1)c1ccc(F)cc1
  1	0.5	-1	100	1	-3	-4	-16	-4.6	1
> CCOc1cc(/C=N/O)cc(Br)c1OCC
  -4	-1.2	0	/	0	7	0	4	-0.4	/

Following part
SMILES	DAGLB inhibitor	CAL PDZ FP-1	NSD2 HMT inh	DSG3 Ab inh	V-ATPase pH	Arrestin-AP2 inh	Keap1 Nrf2 FP	Cardiac RTF inh	C-LANA FP	CAL PDZ FP-2
O=C1c2ccccc2C(=O)C1C(=O)C1CC1	-1	-1.6	0	92	-3	-4	2	-13	-3.0	-5
O=C(NCCc1ccccc1)C1CCC(CNc2c(N3CCCCC3)c(=O)c2=O)CC1 (stereo not given)	-5	-0.6	/	97	1	3	-7	-5	-0.3	/
O=C(N/N=C/c1cc2c(cc1Cl)OCO2)c1ccncc1	4	-3.1	-2	/	0	-6	-6	6	-1.8	0
Cc1cc2c(cc1S(=O)(=O)CCC(=O)NC1CCCCC1C)OCC(=O)N2 (stereo not given)	0	-1.1	/	89	-3	6	-7	-2	0.1	/
Cc1ccc(-c2cc3ncc(C#N)c(N)n3n2)cc1	1	-1.5	-4	102	-1	-2	-4	-1	-0.1	-5
O=C(Oc1ccc(C(=S)N2CCOCC2)cc1)c1ccccc1F	-5	0.3	3	105	-1	-10	-5	-4	-0.3	-1
NC(=O)CCS(=O)(=O)c1ccccc1	-1	-3.3	/	87	-2	-4	-2	-21	1.2	2
COc1cccc2cc(C(=O)Oc3ccccc3)c(=O)oc12	1	-0.6	31	90	0	3	4	-11	0.1	6
O=C(c1ccccc1)n1ccc(-c2cccs2)n1	11	-0.2	0	114	-1	5	6	-5	11	/
O=C(Nc1ccc(F)cc1)c1cc(S(=O)(=O)N2CCCCC2)ccc1F	-1	-2.3	15	106	-2	-1	0	7	-1.1	-1
CCOC(=O)CNC(=S)N(Cc1cccs1)C1CCCCC1	-4	0.6	0	94	-1	-3	2	-2	-1.8	2
COc1ccc(CNC(=O)C2CCC(CNS(=O)(=O)c3ccccc3)CC2)cc1 (stereo not given)	-3	-0.1	-3	96	-1	41	-2	-4	0.1	-2
CC12CCCCC1c1ccccc1C(=NCC(=O)O)N2 (stereo not given)	-1	-2.4	-1	/	-6	7	3	-2	1.4	-2
COc1ccccc1CCNC(=O)C(=O)NCC1OCCN1S(=O)(=O)c1ccc(F)cc1 (stereo not given)	1	-2.9	-8	107	4	0	-2	-6	0.8	-4
O=C(Cn1cc([N+](=O)[O-])cn1)NCCc1nc2ccccc2[nH]1	-2	0.2	4	102	2	-1	2	6	2.4	3
O=C(NN=C1CCCC1)c1ccc(Cl)cc1	-13	-0.8	-3	102	4	10	-5	-3	-2.6	1
COc1cc(OC)cc(OCC(O)Cn2ccnc2)c1 (stereo not given)	2	-1.8	0	108	3	0	1	3	-0.7	-1
CCC1=NN2C(=N)/C(=C\c3ccc(OCCOc4ccccc4OC)cc3)C(=O)N=C2S1	-2	-2.3	-2	93	1	14	2	-3	-0.1	/
COc1ccc(COC(=O)Nc2c(SC)nsc2SC)cc1	-2	-0.1	-2	97	-2	-8	-2	1	-0.9	/
CC(=O)c1ccc(NC(=O)COc2ccccc2C(=O)Nc2ccc(C)cn2)cc1	0	0.0	1	106	-1	39	-1	6	0.4	/
CCOc1ccccc1Nc1nnc(SC(C)C(=O)Nc2nc(-c3ccccc3)cs2)s1 (stereo not given)	-2	0.6	12	102	1	8	-2	-1	-1.0	3
CC(=O)Nc1cccc(C(=O)NNC(=O)c2ccc(NS(=O)(=O)c3cccs3)cc2)c1	1	/	-3	98	1	/	/	/	/	/
Cc1ccccc1-c1ccc(=O)n(CC(=O)Nc2ccc(-n3cnnn3)cc2)n1	0	-1.2	-6	99	1	-4	-6	-2	-1.7	-2
C=CC[C@@H](CC(=O)N[C@H](CO)Cc1ccccc1)C(=O)N[C@H](C)COC(=O)[C@@H](CC=C)CC(=O)OC(C)(C)C	0	0.2	/	98	-1	3	0	-5	0.3	-2

Part of the list above, limited to Cardiac RTF inh and DSG3 Ab inh.
mol | Cardiac RTF inh | DSG3 Ab inh
CCOC(=O)CNC(=S)N(Cc1cccs1)C1CCCCC1 | -2 | 94
COc1ccc(S(=O)(=O)N2CCOCC2)cc1NC(=O)Cc1coc2cc(C)c(C)cc12 | -5 | 108
CCC1=NN2C(=N)/C(=C\c3ccc(OCCOc4ccccc4OC)cc3)C(=O)N=C2S1 | -3 | 93
CCN(CC)C(=O)[C@H]1CC(CC(=O)NCC23CC4CC(CC(C4)C2)C3)C(=O)N2CCc3c([nH]c4ccccc34)[C@]12C (stereo not given in full) | -9 | 98
Cc1ccccc1-c1ccc(=O)n(CC(=O)Nc2ccc(-n3cnnn3)cc2)n1 | -2 | 99
CCn1c(SCC(=O)Nc2cccc(C)c2)nc2c(c1=O)SC(C)C2 (stereo not given) | -8 | 104

(more compounds)
SMILES	DAGLB inhibitor	CAL PDZ FP-1	NSD2 HMT inh	DSG3 Ab inh	V-ATPase pH	Arrestin-AP2 inh	Keap1 Nrf2 FP	Cardiac RTF inh	C-LANA FP	CAL PDZ FP-2
COc1ccc(S(=O)(=O)NCCSC(C)(C)C)c(Cl)c1Cl	-5	-1.6	-6	105	4	-3	1	3	-1.0	-6
Cc1ccc(CN2CCN(c3ccccc3Cl)CC2)o1	-9	-0.1	6	109	4	16	1	-5	2.7	/
O=C(O)c1ccc(COc2ccc(Cl)cc2)o1	0	0.5	0	/	1	5	-3	-3	2.8	-2
COC(=O)c1c(C)[nH]c(C(=O)C(C)OC(=O)C2CC2C)c1C (stereo not given)	1	-0.2	0	102	0	6	-1	1	-0.7	/

Screening data from PubChem.
